Source: PubChem BioAssay (National Center for Advancing Translational Sciences (NCATS))
SW480 rereplic = A quantitative high throughput screen for small molecules that induce DNA re-replication in SW480 colon adenocarcinoma cells. actives 1.8% (n = 340,000). Potency, µM (top dose mostly 46.1 µM), for the others: top-dose re-replication activation, hits mostly activators. SW480 DNA re-replication, Hoechst DNA content imaging, 48 h; also: potency is read from the fitted curve at half-maximal effect; % of control where 0% means no effect; nearly all actives have a fitted effect of over 55% in size
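250 cells/well; 23 nL cpd via pin tool; 48 hr, 37 C, 5% CO2; Hoechst 40 min; imager read of total nuclear intensity, ex 405/em 500-530 nm.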
IL-1B inflam inh = qHTS for Inhibitors of Inflammasome Signaling: IL-1-beta AlphaLISA Primary Screen; THP-1 LPS/ATP IL-1B secretion, AlphaLISA, 16 h; stronger effect = lower value; activity change, % at 57.5 µM; actives 4.7% (n = 360,000); AID 743279, 2014; in the data active = activity change below about -50%; inconclusive = mostly about -30% to -49%; also: % is scaled to controls: 0 for no effect and ±100 for the full control effect
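THP-1 cells pretreated 1 hr with compounds (up to 57.5 uM final), then stimulated with LPS (250 ng/mL final) plus ATP (1.25 mM final); secreted IL-1B measured by AlphaLISA after 16 hr, decreased signal indicating inhibition.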
HT1080NT lethal = qHTS for induction of synthetic lethality in tumor cells producing 2HG: qHTS for the HT-1080-NT fibrosarcoma cell line. HT-1080-NT fibrosarcoma viability, CellTiter-Glo ATP luminescence, 48 h. AID 686970, 2013. Potency, µM (doses to about 46.1 µM), without a hit: top-dose activity, negative = less viability, hits mostly cytotoxic. actives 1.6% (n = 360,000);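 also: NT is the 2HG producing partner of a matched IDH1 knockdown line; potency is read from the fitted curve at half-maximal effect; 0% = DMSO-treated cells and -100% = media-only wells without cells; nearly all actives have a fitted effect of over 55% in size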
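Luminescent CellTiter-Glo readout after 48 hours of compound exposure at 37 degrees C defined viability of HT-1080-NT cells. Activity was normalized to DMSO wells and cell-free media wells; concentration-response curves were fitted and assigned curve classes.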
HT1080 IDH1KD tx = qHTS for induction of synthetic lethality in tumor cells producing 2HG: qHTS for the HT-1080-IDH1KD cell line. HT-1080 IDH1 knockdown viability, ATP luminescence, 48 h. Potency, µM (highest dose often 46.1 µM), without a hit: at the top dose activity, negative = toxicity, most hits filed as cytotoxic. actives 2% (n = 360,000). AID 686971, 2013;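 also: potency is read from the fitted curve at half-maximal effect; 0% = DMSO wells and -100% = cell-free medium wells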
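Luminescent ATP read-out (CellTiter-Glo, 10 min at room temperature) after 48 h compound exposure at 37 °C gave viability of IDH1-knockdown HT-1080 cells. Activity was normalised to DMSO and cell-free wells, then fitted as concentration-response curves.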
MCF10A rerep = A quantitative high throughput screen for small molecules that induce DNA re-replication in MCF 10a normal breast cells | Potency, µM (series often up to 46.1 µM), for inactives: at the highest dose activity, positive = re-replication, usual class: activators | MCF 10A DNA re-replication, Hoechst nuclear intensity, 48 h | actives 2.9% (n = 350,000) | AID 624296, 2012; also: potency is read from the fitted curve at half-maximal effect; % of control where 0% means no effect; nearly all actives have a fitted effect of over 50% in size
KB-V1 cytotox = qHTS assay for MDR1-selective chemotherapeutics: Primary screen using the drug-selected MDR subline cells KB-V1; KB-V1 MDR cells viability, CellTiter-Glo, 72 h; actives 3.4% (n = 400,000); Potency, µM (series often up to 46.1 µM), for inactives: top-dose activity change, negative = cytotoxicity, usual class: cytotoxic; also: potency is read from the fitted curve at half-maximal effect; % is scaled to controls: 0 for no effect and ±100 for the full control effect; nearly all actives have a fitted effect of over 60% in size
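qHTS viability screen in drug-selected KB-V1 MDR cells: 72 h compound treatment at 37 degrees C, ATP luminescence end point.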
ATXN2 expr inh = Primary qHTS for Inhibitors of ATXN expression; HEK-293 ATXN2-luciferase reporter, luminescence, 24 h; AID 1745845, 2022; actives 0.72% (n = 360,000); Potency, µM (doses to about 57 µM), without a hit: at the highest dose activity change, negative = inhibition, most hits filed as inhibitors; also: potency is read from the fitted curve at half-maximal effect; % is scaled to controls: 0 for no effect and ±100 for the full control effect; nearly all actives have a fitted effect of over 55% in size
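qHTS (up to 57 uM final) was run with 24 h compound exposure of reporter cells at 37 °C. Each well was multiplexed: SteadyGlo luminescence measured ATXN2-luciferase expression after a fluorogenic Gly-Phe-AFC viability readout (25 uM final).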
KB-3-1 tox = qHTS assay for MDR1-selective chemotherapeutics: Primary screen using the parental adenocarcinoma cell KB-3-1. KB-3-1 viability, CellTiter-Glo ATP luminescence, 72 h. Potency, µM (series often up to 46.1 µM), for the others: at the top dose activity change, negative = cytotoxic, hits mostly cytotoxic. actives 1.4% (n = 400,000); also: potency is read from the fitted curve at half-maximal effect; % is scaled to controls: 0 for no effect and ±100 for the full control effect; nearly all actives have a fitted effect of over 60% in size
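Using CellTiter-Glo luminescence, growth of non-resistant KB-3-1 adenocarcinoma cells is assessed 72 h after pin-tool compound addition at 37 °C. Normalized responses across the concentration series yield fitted curves.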
S2 tox = Viability Counterscreen for Primary qHTS for Inhibitors of ATXN expression; S2 cells (HEK-293 line with an ATXN2-luciferase reporter) viability, CellTiter-Fluor protease fluorescence, 24 h; Potency, µM (doses to about 56.7 µM), most hits filed as cytotoxic; actives 0.49% (n = 400,000); AID 651635, 2014; also: potency is read from the fitted curve at half-maximal effect; nearly all actives have a fitted effect of over 40% in size
* hit, by the source's call; i = inactive; ? = inconclusive; · = no result given; [ ] = another dose, or the depositor's remark. Unless noted, calls follow the shape of the dose curve; as a rule, active = well fitted curve in the direction sought with a large enough effect; inconclusive = small, poorly fitted or top-dose-only effect, or another doubt; inactive = no such curve, though single readings can be large; an effect the other way counts as inactive or inconclusive.

SMILES	SW480 rereplic	IL-1B inflam inh	HT1080NT lethal	HT1080 IDH1KD tx	MCF10A rerep	KB-V1 cytotox	ATXN2 expr inh	KB-3-1 tox	S2 tox
Cc1c(C(=O)N(C)c2ccc(Cl)cc2)cnn1-c1ccccc1	?	-11	-5%	0%	6%	?	10%	0%	i
CCn1cc(S(=O)(=O)CC(=O)Nc2cc(C)ccc2C)c2ccccc21	-10%	-1	-5%	0%	0%	-15%	-11%	1%	i
CC1(C)CC(=O)c2cc(C(=O)NNc3ccccc3)c(=O)n(-c3ccccc3)c2C1	1%	-3	?	?	?	?	-24%	-5%	?
COc1cccc(OCCCOc2ccccc2C(C)C)c1	3%	5	-14%	0%	-30%	2%	-11%	24%	i
CCN(C(=O)CN(C)Cc1c(F)cccc1Cl)c1c(N)n(Cc2ccccc2)c(=O)[nH]c1=O	-6%	15	27%	5%	2%	?	5%	2%	?
Cc1ccc(Nc2ccc(C(F)(F)F)cc2[N+](=O)[O-])cc1	-6%	-11	8%	9%	-10%	-9%	-3%	-5%	i
N#CC1=C(N)Oc2cc(N)ccc2C1c1ccccc1 (stereo not given)	?	-21	?	?	?	?	-6%[11.3 µM]	?	i
O=C(Nc1ccccc1N1CCCC1)c1cc2ccccc2o1	7%	0	6%	1%	7%	?	68%[activator]	-11%	i
CCC(CO)Nc1nc(CN2CCCCC2)nc2scc(-c3ccccc3)c12 (stereo not given)	21%	?	-20%	-29%	35%	-13%	-14%	-2%	i
CC1CCN(C(=O)Cn2cc(C(F)(F)F)ccc2=O)c2ccccc2S1 (stereo not given)	-8%	5	-1%	4%	-6%	-22%	·	0%	i
CC(=O)c1c(N2CCOCC2)[nH]c(-c2ccccc2)nc1=S	-367%[inhibitor]	36	-10%	-2%	15%	-2%	-1%	-24%	i
COc1ccc(CCn2c(O)c(C=Nc3cccc(F)c3)c(=O)[nH]c2=O)cc1OC	0%	18	3%	3%	-4%	0%	1%	-4%	i
COC(=O)[C@H](CCSC)NC(=O)Nc1cccc(C)c1C	?	·	0%	-4%	-20%	-2%	-17%	4%	i
CC(Sc1nn(-c2ccc(F)cc2)c(=S)s1)C(=O)c1c(N)n(C)c(=O)n(C)c1=O (stereo not given)	-6%	-6	-18%	-17%	29%	6.5µM*	-10%	?	i
O=C(/C=C/c1ccc2c(c1)OCO2)c1ccccn1	11%	-1	26µM*	?	14%	-5%	20%	?	?
COc1ccc(C)cc1NC(=O)CSc1nnc(-c2cc(C)[nH]n2)n1N	-10%	0	5%	-4%	0%	30%	0%	?	i
COc1ccc(CNC(=O)c2ccc3c(c2)NC(=O)C(C)S3)cc1 (stereo not given)	-4%	34	0%	-6%	0%	2%	5%	11%	i
O=C(/C=C/c1ccccc1Cl)OCC(=O)N1CCc2ccccc21	·	16	8%	2%	·	17%	·	4%	?
COc1cc(NC(=O)C2CCN(S(=O)(=O)c3ccc(Cl)cc3)CC2)ccc1-n1cnnn1	?	-6	?	0%	?	5%	-11%	-14%	?
O=C(O)CCc1ccc(-c2ccccc2)n1-c1cccc(O)c1	8%	17	0%	-20%	?	8%	8%	-4%	i
CCCCCc1ccc(-c2nnc(N)s2)cc1	-9%	-5	-12%	-15%	?	?	40%[activator]	17%	i
CC(C)(C)c1nnc(N/N=C/c2ccc(O)cc2)n(N)c1=O	0%	9	7%	1%	-2%	?	-2%	28%	i
CN(C)c1nc(N2CCN(c3ccccc3)CC2)c(C#N)c(=O)o1	-3%	-19	?	1%	6%	-4%	·	23%	·
CCN(C(=O)COC(=O)c1cccnc1SC)c1c(N)n(Cc2ccccc2)c(=O)[nH]c1=O	-5%	-12	4%	3%	-2%	0%	3%	15%	i
CCCCC1CCC(c2ccc(C(N)=O)cc2)CC1 (stereo not given)	-7%	0	14%	11%	-6%	?	·	0%	i
O=C(NCC1CCCCC1)c1ccco1	-4%	11	15%	11%	-13%	16%	6%	6%	i
Cc1cc(=O)oc2cc(OCC(=O)N3c4ccccc4CC3C)ccc12 (stereo not given)	1.6µM*	42	2.6µM*	2.6µM*	2.5µM*	2.6µM*	7%	2.9µM*	?
CC(C)COC(=O)n1c(SCC(=O)N(C)C)nc2ccccc21	-1%	-15	-1%	-7%	5%	-4%	4%	22%	i
O=C(COc1ccc(Cl)cc1)Nc1cccc(-c2ccc(N3CCOCC3)nn2)c1	2%	-20	-4%	-21%	8%	?	9%	-1%	i
COc1ccc(C(C(=O)NC(C)C)N(C(=O)CCC(=O)Nc2nccs2)c2ccccc2F)cc1 (stereo not given)	-83%[inhibitor]	-6	-7%	-4%	0%	2%	-3%	11%	i

The last three records of the part above are carried over, then new ones follow:
SMILES	SW480 rereplic	IL-1B inflam inh	HT1080NT lethal	HT1080 IDH1KD tx	MCF10A rerep	KB-V1 cytotox	ATXN2 expr inh	KB-3-1 tox	S2 tox
CC(C)COC(=O)n1c(SCC(=O)N(C)C)nc2ccccc21	-1%	-15	-1%	-7%	5%	-4%	4%	22%	i
O=C(COc1ccc(Cl)cc1)Nc1cccc(-c2ccc(N3CCOCC3)nn2)c1	2%	-20	-4%	-21%	8%	?	9%	-1%	i
COc1ccc(C(C(=O)NC(C)C)N(C(=O)CCC(=O)Nc2nccs2)c2ccccc2F)cc1 (stereo not given)	-83%[inhibitor]	-6	-7%	-4%	0%	2%	-3%	11%	i
C[C@@H](C(=O)Nc1ccc2ccccc2c1)[C@@H]1C[C@@]1(C)[C@@H](NC(=O)c1ccccc1)c1ccccc1	-7%	-22	5%	-14%	8%	7%	10%	0%	i
CCOc1cc(CNCCN(C)C)c(Cl)cc1OCC(=O)NCCc1ccccc1	-2%	-2	0%	4%	2%	-2%	0%	-1%	i
COc1ccccc1Nc1cc(N2CCOCC2)c2nonc2c1[N+](=O)[O-]	-8%	6	-6%	0%	1%	?	-8%	5%	i
COc1ccc(C(=O)N2CC3(CC(c4cccc(NC(=O)CC(c5ccccc5)c5ccccc5)c4)=NO3)C[C@H]2C(N)=O)cc1 (stereo not given in full)	8%	?	-15%	-18%	10%	33%	-14%	-13%	i
COc1cc(OC)cc(C(=O)Nc2ccccc2C(=O)NCc2cccnc2)c1	-2%	-15	-19%	-5%	?	-10%	-5%	12%	i
Cn1c(C(=O)Nc2ccc3c(c2)OCO3)cc2sccc21	-2%	0	3%	2%	7%	?	75%[activator]	14%	?
COC(=O)CN(c1nc(C)c(Br)c(OC)n1)S(=O)(=O)c1ccc(C)cc1	2%	-12	-6%	-11%	-1%	?	-9%	-5%	i
Cc1nn(C)c2c(=O)c(=O)c2n(C)[nH]1	-4%	29	2%	10%	1%	9%	4%	3%	i
N#C/C(=C\c1cn(CC(=O)N2CCCCC2)c2ccccc12)C(=O)NCc1ccc2c(c1)OCO2	1.6µM*	-17	4%	6%	1%	26µM*	1%	15%	?
O=C(Nc1cccc(S(=O)(=O)Nc2ccccc2Cl)c1)c1ccc(N2CCCC2)c([N+](=O)[O-])c1	1%	2	-4%	-3%	0%	-4%	2%	-4%	i

SW480 rereplic, hit marks shown above.
Structure | SW480 rereplic | IL-1B inflam inh
Cc1cc(=O)oc2cc(OCC(=O)N3c4ccccc4CC3C)ccc12 (stereo not given) | 1.6µM* | 42
N#C/C(=C\c1cn(CC(=O)N2CCCCC2)c2ccccc12)C(=O)NCc1ccc2c(c1)OCO2 | 1.6µM* | -17

The main list resumes, repeating the 2 entries before the break.
SMILES	SW480 rereplic	IL-1B inflam inh	HT1080NT lethal	HT1080 IDH1KD tx	MCF10A rerep	KB-V1 cytotox	ATXN2 expr inh	KB-3-1 tox	S2 tox
N#C/C(=C\c1cn(CC(=O)N2CCCCC2)c2ccccc12)C(=O)NCc1ccc2c(c1)OCO2	1.6µM*	-17	4%	6%	1%	26µM*	1%	15%	?
O=C(Nc1cccc(S(=O)(=O)Nc2ccccc2Cl)c1)c1ccc(N2CCCC2)c([N+](=O)[O-])c1	1%	2	-4%	-3%	0%	-4%	2%	-4%	i
Nc1ccccc1-c1nnc(SCC(=O)Nc2ccccc2OC(F)F)[nH]c1=O	0%	5	-7%	6%	4%	·	7%	·	i
CC(C)CCNC(=O)CN1C(=O)CCn2nc(-c3cn(C)c4ccccc34)cc21	·	·	·	·	·	4%	-5%	-2%	i
CC(=O)NC1(C(F)(F)F)NC(=O)N(CC(C)C)C1=O (stereo not given)	-11%	14	15%	4%	-4%	0%	0%	14%	?
Cc1cc(SCC(=O)NCC(c2cccs2)N2CCOCC2)c(C)cc1Br (stereo not given)	0%	-26	-10%	-5%	?	?	-20%	?	i
Cc1ccc(S(=O)(=O)NCCC(=O)NCc2ccccn2)cc1	-1%	10	10%	12%	0%	8%	-1%	-5%	i
CCC(=O)c1ccc(OCC(=O)OCC(=O)Nc2cccc(S(=O)(=O)N3CCOCC3)c2)cc1	-5%	0	5%	13%	-6%	-5%	-4%	3%	i
CCOc1ncccc1C(=O)OCC(=O)Nc1ccc(C)c(S(=O)(=O)N2CCOCC2)c1	-12%	37	-1%	-9%	-18%	0%	-5%	-5%	i
